Source: PubChem BioAssay
PKM2 act: increases activity of human pyruvate kinase M2; P14618; 260,000 tested, 0.34% active; purified PKM2, Kinase-Glo ATP luminescence, activation; response scale: 0% is enzyme alone, no compound; Potency, µM (series often up to 57.5 µM), without a hit: at the top dose activation, actives largely listed as activators; further: potency means the concentration at half of the fitted maximal effect; nearly all actives have a fitted effect of over 55% in size
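ATP formation by purified human PK-M2, quantified via coupled luciferase luminescence after 1 h at room temperature with 0.1 mM ADP and 0.5 mM PEP final.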
Coupling enz: coupling enzyme interference in Giardia aldolase counter-screen | AID 2472 | coupling enzyme system counterscreen, AmpLite Red fluorescence | activity change, negative = inhibition, % at 58.2 µM, hits read low | 290,000 tested, 0.67% active; in the data active means activity change below about -30%
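Activity here indicates interference with the coupling reaction, not aldolase inhibition. Compounds at 57.5 uM final met coupling enzymes for 10 min at RT; substrate and AmpLite Red detection followed, with a 525/598 nm fluorescence read after 20 min.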
Giardia killer: kills Giardia lamblia; 340,000 tested, 0.15% active; activity change, % at 7.66 µM, hits read low; Giardia lamblia trophozoite viability; in the data active means activity change below about -80%; inconclusive means between about -30% and that limit;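 further: parasites exposed to compound for two days anaerobically before the ATP read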
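Trophozoites 100 cells/well + cpd; 48 hrs, 37 deg C, anaerobic. ATPLite 1-Step added, 15-30 min RT, luminescence read (ATP-based viability).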
hERG WT inh: KCNH2 (human, wildtype) channel inhibition | Q12809 | U2OS, BacMam KCNH2, thallium flux FluxOr; stronger effect = lower value | activity change, % at 1.84 µM | 340,000 tested, 0.37% active;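 active means maximum activity change below -70%; inconclusive means maximum activity change between -70% and -50%; inactive means maximum activity change above -50%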
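U2OS cells were transduced with wild-type KCNH2 virus (2.03 x 10^8 / mL) for 4 h at room temperature, then cultured overnight at 37 C. Thallium flux was read with FluxOr dye. Rate constants were normalized to DMSO controls.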
USP2a inh: USP2a (human) protease inhibition | 330,000 tested, 0.01% active | O75604 | USP2 core, Ub-CHOP2 coupled fluorogenic reporter, 485/531 | Potency, µM (doses to about 38.3 µM), without a hit: at the highest dose activity change, negative = inhibition, usual class: inhibitors;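 further: potency means the concentration at half of the fitted maximal effect; plate controls were DMSO wells for no effect and full inhibition by NEM control for full effect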
Target sequence (O75604 whole entry, looked up): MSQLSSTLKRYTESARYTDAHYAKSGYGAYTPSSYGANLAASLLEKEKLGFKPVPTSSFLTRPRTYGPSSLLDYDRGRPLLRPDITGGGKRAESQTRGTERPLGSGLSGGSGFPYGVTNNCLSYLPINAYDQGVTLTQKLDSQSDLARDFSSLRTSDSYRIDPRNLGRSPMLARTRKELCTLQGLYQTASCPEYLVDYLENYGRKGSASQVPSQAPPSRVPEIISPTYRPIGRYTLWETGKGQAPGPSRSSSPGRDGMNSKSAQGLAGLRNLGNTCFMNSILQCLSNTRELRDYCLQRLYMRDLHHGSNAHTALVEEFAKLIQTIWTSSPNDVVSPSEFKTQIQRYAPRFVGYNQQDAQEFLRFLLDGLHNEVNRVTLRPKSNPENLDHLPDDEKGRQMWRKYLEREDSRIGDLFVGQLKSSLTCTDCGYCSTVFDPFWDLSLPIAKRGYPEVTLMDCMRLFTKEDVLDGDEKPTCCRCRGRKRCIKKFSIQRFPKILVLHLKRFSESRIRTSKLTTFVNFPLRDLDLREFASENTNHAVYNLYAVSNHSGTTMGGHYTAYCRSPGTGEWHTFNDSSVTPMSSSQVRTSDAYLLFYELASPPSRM
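USP2 core (10nM final) preincubated 30min RT with compound in 20mM Tris-HCl pH 8.0, 2mM CaCl2, 2mM beta-mercaptoethanol, 0.05% CHAPS; 25nM Ub-CHOP2 plus 25nM reporter substrate added, fluorescence (Ex485/Em531) read after 60min.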
B2AR arrestin: beta2AR (human) beta-arrestin recruitment activity; 330,000 tested, 0.02% active; Potency, µM (titrated, usually from 46.1 µM), without a hit: at the highest dose activation, hits mostly activators; AID 492947; beta-arrestin recruitment to beta2AR, cell-based reporter;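 further: potency means the concentration at half of the fitted maximal effect; 0% = DMSO controls and full agonism = EC100 isoproterenol or metaproterenol; nearly all actives have a fitted effect of over 65% in size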
BCR signal inh: inhibitors of chronic active B-cell receptor signaling; ABC-DLBCL IkBa-CBG/CBR reporter, luminescence ratio, 4 h; Potency, µM (titrated, usually from 46.1 µM), without a hit: top-dose ratio change, negative = lower green/red ratio, most hits filed as inhibitors; 340,000 tested, 0.05% active; active means well fitted inhibition curve with a large enough effect in the signal ratio, with a control signal flat, not every such curve was filed as active; inconclusive means small, poorly fitted or top-dose-only effect, or effect the other way, or a change in a side signal; the % refers to the signal ratio;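 further: potency means the concentration at half of the fitted maximal effect; plate controls were basal doxycycline-induced cells for no effect and cells given 10 µM MG132 for full effect; MG132 reads +100%, hits lower the ratio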
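Concentration-response series (up to 46 uM) were applied to TMD8 dual-reporter cells for 4 h at 37C with doxycycline. Green/red ratio, after filter-overlap correction, defined %Activity; red signal alone was normalised to basal cells and zero luminescence.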
GALK inh: galactokinase (human) inhibition; AID 1868; Purified GALK, Kinase-Glo residual ATP luminescence; Potency, µM (top dose mostly 57.5 µM), for inactives: top-dose activity change, negative = inhibition, most hits filed as inhibitors; 270,000 tested, 0.007% active; further: potency means the concentration at half of the fitted maximal effect
Target sequence (P51570 whole entry, looked up): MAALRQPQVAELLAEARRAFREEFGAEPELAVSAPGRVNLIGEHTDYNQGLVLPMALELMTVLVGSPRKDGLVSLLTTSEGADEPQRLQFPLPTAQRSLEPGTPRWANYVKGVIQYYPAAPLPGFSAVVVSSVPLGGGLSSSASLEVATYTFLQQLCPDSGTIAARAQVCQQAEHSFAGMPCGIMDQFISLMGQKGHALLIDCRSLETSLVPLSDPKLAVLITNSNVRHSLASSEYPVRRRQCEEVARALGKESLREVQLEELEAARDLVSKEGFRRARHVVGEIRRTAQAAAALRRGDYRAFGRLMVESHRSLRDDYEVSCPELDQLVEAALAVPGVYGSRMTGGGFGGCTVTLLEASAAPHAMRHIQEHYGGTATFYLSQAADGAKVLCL
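Kinase-Glo Plus luminescence measured ATP left after a 1 h room-temperature reaction. The reaction used 5 nM GALK, 100 uM galactose and 35 uM ATP at pH 8.0 (20 mM HEPES, 5 mM MgCl2, 60 mM NaCl, 1 mM DTT, 0.01% BSA).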
KCNH2 3.1 block: KCNH2 3.1 (human) potassium channel inhibition | U2OS KCNH2 3.1, thallium flux FluxOr; stronger effect = lower value | activity change, % (tested at about 1.8 µM) | 340,000 tested, 0.95% active | AID 720553;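 active means maximum activity change below -70%; inconclusive means maximum activity change from -70% to -50%; inactive means maximum activity change above -50%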;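 further: thallium influx rate constant from kinetic fluorescence after stimulation buffer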
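Virally transduced U2OS (3.1 isoform, 4 h infection in dark at RT) → overnight 37 C → FluxOr + Red40 in HBSS/HEPES, 45 min → stimulation buffer, 2 min kinetic read → rate constant vs DMSO controls.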
uPA generation: blocks generation of uPA at the cell surface; cell surface uPA generation assay, qHTS; Potency, µM (doses to about 38.3 µM), for the others: top-dose activity change, negative = inhibition, hits mostly inhibitors; 330,000 tested, 0.31% active; AID 540303; active means well fitted inhibition curve with a large enough effect; inconclusive means small, poorly fitted or top-dose-only effect; inactive means no such curve, though single readings can be large or run the other way; tested in mouse RAW 264.7 cells; further: potency means the concentration at half of the fitted maximal effect; nearly all actives have a fitted effect of over 55% in size
Eya2 phos inh: inhibitors of human Eya2 phosphatase activity; Potency, µM (series often up to 76.9 µM), for inactives: top-dose activity, negative = inhibition, hits mostly inhibitors; recombinant Eya2, OMFP fluorescence dephosphorylation (OMFP is methylfluorescein phosphate); AID 488837; 330,000 tested, 0.006% active; further: potency means the concentration at half of the fitted maximal effect
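Eya2 (0.2 uM) preincubated 10 min at ambient with compound, then OMFP substrate added at 50 uM; 10 min reaction in 50 mM HEPES pH 7.5, 50 mM NaCl, 5 uM MgCl2, 0.05% BSA, 1 mM DTT. Fluorescence read at Ex 485/Em 525 nm.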
Numbers without * were called inactive; i = inactive; ? = inconclusive; nt = not tested or not shown; [ ] = another dose, or the depositor's remark. Unless noted, the call rests on the fitted dose curve; in most records, active means well fitted curve in the direction sought with a large enough effect; inconclusive means small, poorly fitted or top-dose-only effect, or another doubt; inactive means no such curve, though single readings can be large; an effect the other way counts as inactive or inconclusive. Unless noted, on the % scale 0 is the no-effect control and ±100 the full control effect.

Structure	PKM2 act	Coupling enz	Giardia killer	hERG WT inh	USP2a inh	B2AR arrestin	BCR signal inh	GALK inh	KCNH2 3.1 block	uPA generation	Eya2 phos inh
CC1CCN(C(=O)c2ccc(Br)c(S(=O)(=O)N3CCOCC3)c2)CC1	-2%	0	4	-2	2%	-0.4%	0%	0%	10	-1%	13%
CCOC(=O)/C=C/S(=O)(=O)c1ccc(NC(C)=O)cc1	14%	-2	-11	11	-1%	0.0%	?	8%	2	-14%	-12%
NS(=O)(=O)c1ccc(CNC(=O)Cc2ccc(S(=O)(=O)N3CCOCC3)s2)cc1	nt	nt	11	-7	3%	-0.2%	3%	nt	9	-2%	-10%
COc1cc(NC(=O)CSCC(=O)Nc2cc(OC)cc(OC)c2)cc(OC)c1	1%	5	0	-5	6%	4.7%	-3%	-1%	1	6%	-9%
COc1ccc(OCCN2CCN(S(=O)(=O)c3ccccc3C(F)(F)F)CC2)cc1	nt	nt	11	3	-2%	0.2%	-5%	nt	0	3%	5%
O=C(COc1cccc(F)c1)N[C@@H](Cc1ccccc1)c1nc2ccccc2[nH]1	2%	-8	-14	0	5%	-0.4%	?	0%	-4	14%	-5%
COc1ccccc1NC(=O)COC(=O)c1ccccn1	2%	-1	7	-7	0%	-0.4%	?	0%	2	3%	-16%
O=S(=O)(NCc1csc(-c2cccs2)n1)c1ccc(Cl)cc1	0%	-13	-7	-2	-2%	-0.1%	2%	-4%	-27	4%	?
CC(NC(=O)c1cccs1)C(S)c1ccccc1 (configuration not stated)	-3%[11.5 µM]	0	-19	-1	0%	-1.9%	0%	-3%	-9	3%	-6%
CCCCc1nc(NCCNC(=O)c2ccccc2)c(C#N)c2c1CSC(C)(C)C2	3%	-1	-3	5	1%	-0.1%	?	-5%	-7	5%	-17%
COc1ccccc1Cn1[nH]nnc1=S	1%	2	15	2	2%	-0.2%	5%	-4%	11	3%	0%
CCOc1ccccc1NC(=O)NC1(C(=O)N2CCOCC2)CCCCC1	-3%	-4	11	0	2%	0.2%	?	3%	15	0%	8%
CCC(CC)C(=O)N1CCN(Cc2ccc3c(c2)OCO3)CC1	-4%	2	0	-3	3%	0.0%	?	-1%	33	6%	2%
Nc1nnc(N2CCCCC2)s1	0%	3	-7	-2	2%	-0.3%	3%	0%	3	nt	3%
O=C(N/N=C/c1cccc([N+](=O)[O-])c1)C1CC(=O)N(c2ccc(Br)cc2)C1 (configuration not stated)	-15%	-1	-6	-3	2%	-0.9%	2%	2%	-41	-1%	-1%
C(=N\N1CCN(C2c3ccccc3-c3ccccc32)CC1)/c1cccs1	1%	5	1	-3	3%	-0.3%	-4%	0%	-11	-6%	-2%
COCCOC(=O)C1=C(C)NC(=O)NC1c1c(Cl)nc2c(C)cccn2c1=O (configuration not stated)	-3%	-1	nt	nt	4%	-0.7%	-5%	1%	nt	nt	-1%
Cc1ccc(SCC(=O)NC(C)(C)C)cc1	1%	5	6	-15	nt	nt	nt	0%	6	2%	nt
Cc1nn(Cc2ccccc2)c(C)c1N	0%	-7	-12	1	2%	0.1%	-2%	nt	1	0%	7%
COc1ccc(/C=C/C(=O)N(Cc2ccccc2)c2ccccn2)cc1OC	-19%	2	5	-2	-13%	-0.4%	-1%	1%	-3	-2%	-12%
O=C(CS(=O)(=O)c1c[nH]c2ccccc12)Nc1ccc(F)cc1	8%	nt	-14	-11	-2%	-0.4%	-19%	7%	-13	4%	1%
CC(=O)Nc1ccc(C(=O)NNC(=O)c2cccs2)cc1	5%	3	34[activator]	i	0%	-0.4%	-9%	2%	-11	-1%	-1%
CC(C)c1nc2ccc(NC(=O)C34CC5CC(CC(C5)C3)C4)cc2[nH]1	16%	3	1	9	2%	0.3%	2%	0%	-4	?	-28%
CCOc1ccc(C(=O)NC(=S)Nc2ccc(N3CCC(C)CC3)cc2)cc1[N+](=O)[O-]	-16%	0	-12	4	-3%	-1.0%	?	0%	-29	4%	-9%
COc1cc2c(cc1OC)CN(C(=O)c1sccc1C)CC2	3%	7	12	-6	2%	-0.6%	-4%	-3%	1	-2%	5%
CN(C)/C=C1\N=C(c2cccs2)OC1=O	-5%	4	-6	-11	0%	-0.7%	1%	8%	-1	-1%	-6%
COc1ccc2c(c1)[nH]c1c(=O)n(N)cnc12	-4%	-5	5	-10	2%	0.1%	11%	2%	-4	-5%	-6%
COc1cc(NC(=O)Cn2cnc3sc(C)c(S(=O)(=O)N4CCN(C)CC4)c3c2=O)cc(OC)c1OC	0%	0	nt	nt	1%	0.5%	0%	-1%	nt	nt	2%
COc1ccc(NC(=O)CSc2nnc(-c3cccs3)n2-c2ccccc2)cc1	3%	4	4	13	1%	0.2%	0%	2%	-47	-5%	-1%
CC1(C)CC(=O)c2cc3c(N)c(C(=O)NCc4ccccc4)sc3nc2C1	-1%	4	-5	-1	3%	-0.7%	-2%	3%	25	-1%	-15%
Cc1occc1C(=O)N/N=C/c1ccc(Br)s1	-27%	0	-4	2	3%	-0.7%	?	-2%	6	5%	-18%
COc1ccc(Cc2nc3ccc(C(=O)N4C[C@@H](C)O[C@@H](C)C4)cc3o2)cc1OC	nt	nt	4	1	0%	-1.1%	5%	-1%	-3	3%	12%
CCOC(=O)c1ccc(S(=O)(=O)Nc2ccc(N3CCOCC3)cc2)cc1	15%	2	-3	0	-1%	-0.1%	-1%	5%	-2	-3%	?
O=C(C1=C[C@@H](c2coc3ccccc3c2=O)C[C@@H](OCCCCO)O1)N1CCOCC1	4%	2	3	2	0%	4.5%	?	2%	-4	0%	0%
CCN1CCN(c2ccc(S(=O)(=O)N3CCCCC3)cc2NC(=O)Cc2ccccc2F)CC1	nt	nt	-13	3	2%	-0.3%	-20%	nt	1	-13%	15%
Cc1cc2ncn(C(=O)c3ccc(F)cc3)c2cc1C	-4%	1	-1	1	0%	-1.1%	2%	1%	5	-9%	-1%
COc1ccc(CN(C(=O)c2cccs2)c2ccccc2)cc1	-2%	2	-3	-15	-2%	-0.3%	19%	5%	3	8%	9%
Cc1[nH]ncc1N=Cc1ccc([N+](=O)[O-])cc1	0%	0	15	1	1%	-1.7%	2%	nt	-14	-26%	8%
CNc1cc([N+](=O)[O-])ccc1OCc1ccccc1	1%	-12	-2	-32	0%	-1.4%	?	5%	7	4%	-25%
O=C(CCC1CCCCC1)NCc1cccnc1	0%	-2	-16	-1	0%	0.3%	?	0%	17	-4%	11%
N/C(Cc1ccc([N+](=O)[O-])cc1)=N\OC(=O)c1ccccc1Br	3%	4	-8	11	0%	0.4%	-10%	0%	7	-9%	-7%
COc1ccccc1-c1nnc(SCC(=O)NCc2c(C)c(Cl)cc(C(C)C)c2O)o1	4%	-3	9	1	-4%	-0.3%	?	0%	-6	-1%	-31%

Exported with values under each structure: entries from further up
Results follow in this order: PKM2 act | Coupling enz | Giardia killer | hERG WT inh | USP2a inh | B2AR arrestin | BCR signal inh | GALK inh | KCNH2 3.1 block | uPA generation | Eya2 phos inh
> CNc1cc([N+](=O)[O-])ccc1OCc1ccccc1
 : 1% | -12 | -2 | -32 | 0% | -1.4% | ? | 5% | 7 | 4% | -25%
> N/C(Cc1ccc([N+](=O)[O-])cc1)=N\OC(=O)c1ccccc1Br
 : 3% | 4 | -8 | 11 | 0% | 0.4% | -10% | 0% | 7 | -9% | -7%
> Cc1[nH]ncc1N=Cc1ccc([N+](=O)[O-])cc1
 : 0% | 0 | 15 | 1 | 1% | -1.7% | 2% | nt | -14 | -26% | 8%
